Screening data deposited in PubChem by Sanford-Burnham Center for Chemical Genomics.
ATG4B inh: ATG4B (human) cysteine protease inhibition; 340,000 compounds, 0.51% hits; ATG4B cleavage of LC3-PLA2, NBD-HPC fluorescence, 1 h; AID 504462; inhibition, % at 8.33 µM; in the data active means inhibition above about 40%
SENP1 FRET inh: blocks the human SENP1 SUMO protease catalytic domain | recombinant SENP1 catalytic domain, CyPet-SUMO1-YPet FRET cleavage | inhibition, % at 10 µM | AID 624204 | Q9P0U3 | 360,000 compounds, 0.21% hits;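 active means inhibition at least 30% at 10 µM, raw YFP signal under a set limit, fluorescence ratio 0.5 to 1.5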;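 further: 0% = enzyme with DMSO and 100% = no enzyme wells; some results filed as inactive read as strong as hits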
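System: Recombinant human SENP1 catalytic domain, His6-tagged | Incubation: Enzyme reaction for 50 min at room temperature, dark | Medium: Tris pH 8 with BME, BSA, NP40 and catalase | Also added: 25 nM SUMO1 FRET substrate | Compound: 10 µM single point, 0.5% DMSO | Measured by: FRET fluorescence in CFP and YFP emission channels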
SENP6 block: SENP6 protease inhibition. inhibition, % at 10 µM. Q9GZR1. Recombinant SENP6 catalytic domain, aminoluciferin luminescence. 330,000 compounds, 1.8% hits;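 active means inhibition above about 50% at the single tested dose, limit read from the data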;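 further: plate controls were DMSO wells with enzyme for no effect and DMSO wells lacking enzyme for full effect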
Target sequence (Q9GZR1 628-1112 limits assumed): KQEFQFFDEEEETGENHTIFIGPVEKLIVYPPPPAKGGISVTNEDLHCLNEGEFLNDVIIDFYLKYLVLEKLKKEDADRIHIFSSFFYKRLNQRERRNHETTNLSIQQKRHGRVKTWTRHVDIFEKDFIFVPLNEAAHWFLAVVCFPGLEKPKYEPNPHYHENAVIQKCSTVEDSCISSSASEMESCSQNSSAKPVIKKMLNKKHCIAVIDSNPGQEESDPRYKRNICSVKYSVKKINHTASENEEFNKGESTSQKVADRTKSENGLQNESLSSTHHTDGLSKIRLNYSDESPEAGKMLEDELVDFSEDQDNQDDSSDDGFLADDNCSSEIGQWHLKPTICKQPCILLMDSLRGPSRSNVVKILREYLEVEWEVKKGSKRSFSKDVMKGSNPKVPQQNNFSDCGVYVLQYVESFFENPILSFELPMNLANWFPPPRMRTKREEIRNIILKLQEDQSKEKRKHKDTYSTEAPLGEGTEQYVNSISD
SENP8 inh: blocks human SENP8 cleavage of Nedd8 substrate. Q96LD8. recombinant SENP8, Nedd8 substrate fluorescence. inhibition, % at 20 µM. 360,000 compounds, 0.64% hits; in the data active means inhibition mostly above about 40%, no sharp cut-off; inactive means mostly below about 27%
hIAP act: human IAP activation | activation factor at 10 µM | P09923 | purified human IAP, CDP-Star luminescence, 30 min; active compounds read high; 1 = vehicle-only enzyme, 0 = enzyme-free background | 330,000 compounds, 0.16% hits;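 active means activation factor of the enzyme at least 2-fold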; further: the source names both 10 and 20 µM as test concentration; values of inactives mirror those of a sister screen read the other way
Target sequence (P09923 whole entry, looked up): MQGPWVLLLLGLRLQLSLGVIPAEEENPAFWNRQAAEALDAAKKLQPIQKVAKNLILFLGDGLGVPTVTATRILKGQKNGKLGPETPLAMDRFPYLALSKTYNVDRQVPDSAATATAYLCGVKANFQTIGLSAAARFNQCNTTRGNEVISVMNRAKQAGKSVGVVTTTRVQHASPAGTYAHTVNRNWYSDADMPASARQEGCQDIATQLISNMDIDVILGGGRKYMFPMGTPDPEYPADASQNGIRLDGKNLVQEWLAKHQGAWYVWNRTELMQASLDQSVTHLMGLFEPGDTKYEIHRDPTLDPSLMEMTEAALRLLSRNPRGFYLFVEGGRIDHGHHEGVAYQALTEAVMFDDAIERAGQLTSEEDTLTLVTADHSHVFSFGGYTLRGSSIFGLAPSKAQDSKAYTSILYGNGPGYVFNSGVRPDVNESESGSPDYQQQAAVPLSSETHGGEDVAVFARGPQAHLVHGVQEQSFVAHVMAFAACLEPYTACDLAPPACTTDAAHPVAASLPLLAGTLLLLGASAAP
PfGluPho inh: PfG6PD (Plasmodium falciparum) enzyme inhibition; PfGluPho enzyme, NADPH resazurin-diaphorase fluorescence; inhibition, % at 20 µM; 350,000 compounds, 0.78% hits; AID 504690;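 active means inhibition reaching at least a set limit at 20 µM in the primary screen, cut at about 59% in these data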;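 further: 0% = DMSO wells with substrate and 100% = DMSO wells lacking glucose-6-phosphate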
GRIN3A LBD mod: NR3A (human) ligand-binding domain modulation; NR3A LBD differential scanning fluorimetry, Tm shift; 0% = protein alone, 100% = glycine-bound protein; Tm shift relative to glycine control, % at 25 µM; 340,000 compounds, 2.5% hits;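 active means melting temperature shift of at least 10% of the positive control shift, at one fixed dose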
MPTP inh: blocks calcium-induced mitochondrial swelling; isolated mouse mitochondria, Ca2+ swelling absorbance, 30 min; inhibition, % at 10 µM; 360,000 compounds, 1.4% hits; AID 602449;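 active means inhibition of 50% or more, scaled per plate between neutral and stimulator controls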;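 further: 0% = DMSO wells given calcium and 100% = 1 mM EGTA wells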
* hit, by the source's call; . = no result given.

SMILES	ATG4B inh	SENP1 FRET inh	SENP6 block	SENP8 inh	hIAP act	PfGluPho inh	GRIN3A LBD mod	MPTP inh
CCCCCN(C(=O)CCC(=O)OCC(=O)c1ccc(C(C)(C)C)cc1)c1c(N)n(CCCC)c(=O)[nH]c1=O	-13.2	-0.7	-19.8	3.7	0.948	1.3	3.8	2.2
COc1ccc(-c2cc3nc4n(c(=O)c3s2)CCC4)cc1	3.6	-0.3	95.4*	-337.0	0.946	-17.4	-1.3	0.0
COc1cccc(-n2ccn(CC(=O)NCCc3ccccc3)c(=O)c2=O)c1	6.0	0.5	-11.0	-237.0	1.06	-7.3	0.4	-0.4
COc1ccc(N2C(=O)C3CCCN3C2c2cccc(Br)c2)cc1 (configuration not stated)	4.7	1.8	4.8	-1.6	0.939	-4.2	1.7	-1.3
CC(NCCc1ccc(S(N)(=O)=O)cc1)C(=O)NCc1ccccc1 (configuration not stated)	5.4	-0.3	3.8	7.1	0.917	-9.5	0.9	-0.9
CCOc1ccc(CCNC(=O)COC(=O)COc2ccc(Br)cc2)cc1OCC	1.5	4.1	-11.6	-8.2	1.1	10.4	1.9	0.7
CC1=C(C#N)C2C(/C1=N/O)C2(C)C (configuration not stated)	1.8	0.0	-29.8	7.1	1.09	-13.0	-1.3	-1.2
CC(C)(C)c1ccc(OCCCC(=O)N2CCOCC2)cc1	-0.7	0.2	-1.3	18.0	1.02	-2.3	-2.2	0.7
O=C(COC(=O)/C=C/c1cccc(F)c1)Nc1ccc2[nH]c(=O)[nH]c2c1	0.0	2.1	-0.7	-4.7	1.02	2.5	0.4	-2.4
O=C(O)CCCCCNC(=O)c1ccccc1Br	9.3	-1.1	-7.9	4.6	1.07	-4.3	-18.3	0.4
O=C1NCCN1CCNS(=O)(=O)c1ccccc1[N+](=O)[O-]	-1.8	-0.3	-3.0	24.3	0.897	-0.9	-0.8	0.0
Cc1ccc(C(C)C)c(OCC(=O)N/N=C/c2ccc(S(=O)(=O)O)o2)c1	-9.6	-0.5	-1.5	3.1	0.999	-16.1	-0.6	-1.9
COC(=O)c1cc(Br)c(=O)n(Cc2cccnc2)c1	2.4	1.8	13.7	21.7	0.963	-1.6	-1.8	2.2
O=S(=O)(Nc1nc2ccccc2nc1NCC1CCCO1)c1ccccc1 (configuration not stated)	-5.5	0.1	-8.0	-387.7	1.03	-6.9	-0.2	2.1
Cc1cccc(CCNC(=O)CN(C)S(=O)(=O)c2ccc3c(c2)c(=O)n(C)c(=O)n3C)c1	-10.3	0.2	-11.8	6.8	0.888	0.6	-2.2	-1.3
CC(=O)c1ccc(NC(=S)NC(=O)/C=C/c2ccco2)cc1	5.6	-5.1	-2.3	28.8	0.853	-6.3	-3.4	0.8
COCCNC(=O)CCCN1C(=O)c2ccccc2Sc2ncccc21	1.2	-0.5	-28.9	14.2	1.09	-5.7	-1.7	-1.8
COc1ccc(C2NC(=O)NC3=C2C(=O)CCC3)cc1 (configuration not stated)	-1.3	-2.6	-29.2	2.3	1.18	-4.0	1.7	-0.8
Cc1ccc(-c2nc(C3CCN(S(=O)(=O)c4ccc(C(F)(F)F)cc4)CC3)no2)cc1	-4.3	1.0	-12.3	8.0	0.897	-2.2	0.4	1.5
COc1ccc(NC(=O)CCC(=O)OCc2ccc([N+](=O)[O-])cc2)cc1	-0.4	0.6	-10.6	9.3	1.28	-18.0	19.9*	-0.6
CCCCn1c(SCC(=O)Nc2ccc(C)c(S(=O)(=O)N3CCOCC3)c2)nnc1C(CC)N(C)C (configuration not stated)	-1.6	1.9	0.1	9.1	1.05	3.2	-0.7	-1.2
COc1ccccc1NC(=O)Cc1coc2cc(C)ccc12	-5.4	-17.5	3.2	-11.2	0.942	-10.0	1.0	1.2
CCOc1ccc(N(CC(=O)NCc2ccccc2)S(=O)(=O)c2c(C)noc2C)cc1	1.3	-4.2	6.1	-0.6	1.01	-15.8	-1.2	-0.4
Cc1cccc(C)c1Nc1nnc(SCC(=O)NC(=O)c2cccn2C)s1	-0.4	-5.1	-16.0	-15.3	0.955	1.5	-2.5	3.5
CC(OC(=O)Cc1ccc(F)cc1)C(=O)NCc1ccc2c(c1)OCO2 (configuration not stated)	11.3	4.2	4.0	-3.9	1.06	-3.0	-2.0	-1.3
SMILES	ATG4B inh	SENP1 FRET inh	SENP6 block	SENP8 inh	hIAP act	PfGluPho inh	GRIN3A LBD mod	MPTP inh
COC(=O)c1ccccc1NC(=O)COC(=O)/C=C/c1cccs1	-7.9	-1.5	-4.5	17.0	1.08	12.3	11.0*	-2.1
C[C@H](NC(=O)Nc1cccc(C(F)(F)F)c1)C(=O)O	-6.1	1.2	-8.7	13.3	1.16	-2.0	0.9	0.6
CCOC(=O)c1ccc(NC(=O)Nc2ccon2)cc1	-8.4	1.4	2.6	24.7	1.1	14.4	-0.5	50.3*
Cc1ccc(OCCSCc2nnc(NC(=O)Nc3cccc(Cl)c3)s2)cc1	-9.8	-15.5	-4.3	6.4	1.36	-0.7	13.9*	93.2*
COC(=O)[C@@H]1CCCN1C(=O)c1ccc(OC2CCN(Cc3ccccn3)CC2)cc1	6.0	-1.1	-15.0	5.0	1.53	-13.4	1.1	-0.9
O=C(Nc1ccc(S(=O)(=O)Nc2ccccn2)cc1)c1cccc(Br)c1	-1.7	3.5	-4.8	-123.2	1.4	1.7	-4.9	0.3
COc1cccc(CNC(=O)C2Cc3cc(S(=O)(=O)N4CCCC4)ccc3N2C(C)=O)c1OC (configuration not stated)	4.4	-0.9	-14.7	0.4	0.984	-8.7	-2.2	0.0
CC(C)Oc1ccc2ccccc2c1CNC[C@H]1O[C@@H](n2cnc(C(N)=O)n2)[C@H](O)[C@@H]1O	-3.8	-0.8	.	0.5	.	2.1	-1.5	0.2
COc1ccc(NC(=O)CSc2ccc3nnc(-c4cccnc4)n3n2)cc1OC	-5.8	-1.5	-2.8	7.2	1.03	-0.5	0.3	-0.5
O=C(NNC1=NCCC1)c1cccc(S(=O)(=O)N2CCCC2)c1	1.5	1.4	-2.8	3.6	1.12	-9.6	-1.3	-1.5
CCOC(=O)N1CCN(C(c2cccnc2)c2ccc3cccnc3c2O)CC1 (configuration not stated)	-9.1	2.0	-14.2	16.5	1.33	54.5	-0.5	-0.3
CSc1ccccc1NC(=O)CN1CCCCC1C (configuration not stated)	0.4	0.0	2.8	14.4	0.941	-6.2	0.7	-0.2
OCC1CCCN(C(=S)Nc2ccc(OC(F)F)cc2)C1 (configuration not stated)	5.7	0.7	-0.4	12.0	1	-7.0	1.2	1.0
O=C(C1=C[C@H](c2ccccc2)C[C@H](OCc2ccc(CO)cc2)O1)N1CCN(Cc2ccccc2)CC1	-20.5	-9.1	-5.4	7.2	0.927	9.9	-1.8	-1.3
CCOC(=O)[C@H]1[C@H]2COc3ccccc3[C@@H]2N2C(=O)CN(Cc3ccccc3)C(=O)[C@@]12C	-8.5	-3.1	-7.1	10.3	1.1	6.9	1.6	-3.0
O=C(Nc1cccnc1)c1ccc(N2CCOCC2)c([N+](=O)[O-])c1	-7.9	1.6	11.7	15.0	1.05	13.2	0.5	-0.2
CCN(CC)c1nc2ccccc2[nH]c1=O	-4.8	-73.6	-4.7	-53.2	0.889	11.5	-2.6	0.1
O=C(N[C@@H](Cc1ccccc1)C(=O)N1CCC2(CC1)NCCc1[nH]cnc12)c1cccc(F)c1	-7.4	-0.5	-5.9	9.5	1.1	2.1	0.4	0.6
O=C(N/N=C/c1ccc(OCc2ccccc2)cc1)c1cccs1	-6.7	-0.5	-6.8	-46.2	0.942	23.4	21.4*	0.5
Cc1nnc(NC(=O)CSc2nnc(CNC(=O)C34CC5CC(CC(C5)C3)C4)n2C2CCCCC2)s1	-3.8	2.1	-14.5	12.2	1.1	-25.1	2.7	-1.3
Cc1cc(C)c(NC(=O)CN2CCCCCC2)c(C)c1	4.2	2.7	-16.2	12.5	0.963	-2.1	0.9	-0.6
Cn1c(CN2CCN(CCO)CC2)c(C#N)c2ccccc21	-3.9	0.4	-4.3	13.9	1.08	3.2	-0.7	-0.3
COc1cc(Nc2ccc(S(=O)(=O)N3CCN(C)CC3)cc2[N+](=O)[O-])cc(OC)c1	-2.6	2.9	5.0	25.1	1.01	4.7	-0.9	-0.4
Cc1cc(Cl)c(OCCCN2CCCCC2)c(Br)c1	-7.7	-1.8	-3.1	32.8	0.96	7.5	2.2	48.1
CN(C(=O)c1cccc(N2C(=O)C3CC=CCC3C2=O)c1)C1CCCCC1 (configuration not stated)	5.1	0.1	1.1	6.9	0.857	-6.3	0.6	-2.3

An excerpt from above in order of length of the SMILES, highest first.
SMILES	ATG4B inh	SENP1 FRET inh	SENP6 block	SENP8 inh	hIAP act	PfGluPho inh	GRIN3A LBD mod	MPTP inh
O=C(C1=C[C@H](c2ccccc2)C[C@H](OCc2ccc(CO)cc2)O1)N1CCN(Cc2ccccc2)CC1	-20.5	-9.1	-5.4	7.2	0.927	9.9	-1.8	-1.3
COC(=O)[C@@H]1CCCN1C(=O)c1ccc(OC2CCN(Cc3ccccn3)CC2)cc1	6.0	-1.1	-15.0	5.0	1.53	-13.4	1.1	-0.9
COC(=O)c1ccccc1NC(=O)COC(=O)/C=C/c1cccs1	-7.9	-1.5	-4.5	17.0	1.08	12.3	11.0*	-2.1
Cc1cc(Cl)c(OCCCN2CCCCC2)c(Br)c1	-7.7	-1.8	-3.1	32.8	0.96	7.5	2.2	48.1

Later entries
SMILES	ATG4B inh	SENP1 FRET inh	SENP6 block	SENP8 inh	hIAP act	PfGluPho inh	GRIN3A LBD mod	MPTP inh
COc1ccc2c(=O)cc(-c3ccncc3)oc2c1OC	3.8	3.2	.	9.4	.	-1.4	0.2	-0.1
O=C(COC(=O)/C=C/c1ccccc1)NCc1cccs1	-1.7	1.7	0.2	7.7	1.09	-4.5	4.5	1.6
O=C(Cn1nc(C(F)F)cc1C(F)F)N/N=C/c1ccc2c(c1)OCO2	-7.0	-0.9	-11.6	10.3	1.08	-3.0	0.2	-1.7
COc1ccc(CNC(=O)CN(C(=O)c2snc(C(N)=O)c2N)c2cccc(F)c2)cc1	-5.5	-6.7	0.3	-186.5	1.08	2.2	-3.1	-0.9
CN(C)CCCN(C(=O)c1ccc(S(=O)(=O)N2CCCCCC2)cc1)c1nc2c(F)cc(F)cc2s1	3.2	0.7	-12.3	9.8	1	-11.2	-0.4	88.1*
C=CCn1c(N)cc(=O)nc1SCC(=O)N1CCN(c2ccc(F)cc2)CC1	-2.8	1.0	0.6	6.3	0.999	8.0	.	-1.2
COc1cc(OC)c2c(-c3cccc(-c4sccc4C(C)=O)c3)cc(=O)oc2c1	-5.3	-5.1	.	-57.6	.	12.3	-1.0	0.5
Cc1ccc(O)c(C2=Nc3ccccc3N=C(c3ccc([N+](=O)[O-])cc3)C2)c1	3.8	17.4	-11.2	-431.8	0.891	1.9	-10.2	3.9
N#Cc1nc(-c2cccs2)oc1N1CCOCC1	0.3	-0.1	3.4	-308.3	0.883	-4.0	-0.9	-0.3
CC(C(=O)Nc1ccc(F)c(F)c1F)N(C)Cc1cccs1 (configuration not stated)	-1.9	0.2	-10.9	5.6	1.18	16.5	3.3	2.1
CCc1nnc(NC(=O)c2ccc(S(=O)(=O)N(CC(C)C)CC(C)C)cc2)o1	-7.1	-1.6	-5.3	-2.7	1.16	-49.8	-6.3	-39.2
COc1cccc(/C=C/C(=O)Oc2ccc(C(=O)c3ccc(F)cc3)cc2)c1	-1.2	-4.7	-3.2	-102.7	0.953	0.7	8.2	0.1
N#CC1=C(N)Oc2cc3ccccc3cc2C1c1cccs1 (configuration not stated)	-0.7	-6.1	-14.7	6.4	0.861	21.9	-26.9	3.7
COCCOC1CCN(Cc2cn(Cc3ccccc3)nc2-c2cc3ccccc3o2)CC1	-1.4	-3.7	-7.3	5.8	1.11	-1.4	-0.4	0.2
CCOC(=O)c1ccc2[nH]c3c(c2c1)CCCC3C(=O)OCC (configuration not stated)	2.5	-3.7	-12.5	-77.8	0.986	13.2	-8.5	-1.6
